Rv3671c protease: inhibits the M. tuberculosis serine protease Rv3671c. P9WHR9. inhibition, % at 5.96 µM. hit rate 0.048% among 320,000. AID 2606; in the data active = inhibition above about 38%;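 note: extracellular domain of Rv3671c used as enzyme; 0% = enzyme with DMSO and 100% = no enzyme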
3CLpro inhibitor: SARS-CoV 3CLpro protease inhibition; hit rate 0.14% among 290,000; AID 1706; recombinant SARS-CoV 3CLpro, quenched FRET peptide cleavage; inhibition, % at 6 µM; in the data active = inhibition above about 12%
PrPC surface inh: cell surface PrPC inhibition, primary TR-FRET screen. P04156. TR-FRET read-out. inhibition, % at 13.8 µM. hit rate 0.43% among 370,000. AID 720596; in the data active = inhibition above about 24%; note: 0% = median of the test wells and 100% = reference compound wells
Anthrax LF prot: inhibitors of Bacillus anthracis lethal factor protease; hit rate 0.12% among 360,000; inhibition, % at 10 µM; multiplex microsphere protease cleavage assay, LF; note: plate controls were buffer without enzyme for full effect and enzyme alone for no effect
Target sequence (P15917 whole entry, looked up): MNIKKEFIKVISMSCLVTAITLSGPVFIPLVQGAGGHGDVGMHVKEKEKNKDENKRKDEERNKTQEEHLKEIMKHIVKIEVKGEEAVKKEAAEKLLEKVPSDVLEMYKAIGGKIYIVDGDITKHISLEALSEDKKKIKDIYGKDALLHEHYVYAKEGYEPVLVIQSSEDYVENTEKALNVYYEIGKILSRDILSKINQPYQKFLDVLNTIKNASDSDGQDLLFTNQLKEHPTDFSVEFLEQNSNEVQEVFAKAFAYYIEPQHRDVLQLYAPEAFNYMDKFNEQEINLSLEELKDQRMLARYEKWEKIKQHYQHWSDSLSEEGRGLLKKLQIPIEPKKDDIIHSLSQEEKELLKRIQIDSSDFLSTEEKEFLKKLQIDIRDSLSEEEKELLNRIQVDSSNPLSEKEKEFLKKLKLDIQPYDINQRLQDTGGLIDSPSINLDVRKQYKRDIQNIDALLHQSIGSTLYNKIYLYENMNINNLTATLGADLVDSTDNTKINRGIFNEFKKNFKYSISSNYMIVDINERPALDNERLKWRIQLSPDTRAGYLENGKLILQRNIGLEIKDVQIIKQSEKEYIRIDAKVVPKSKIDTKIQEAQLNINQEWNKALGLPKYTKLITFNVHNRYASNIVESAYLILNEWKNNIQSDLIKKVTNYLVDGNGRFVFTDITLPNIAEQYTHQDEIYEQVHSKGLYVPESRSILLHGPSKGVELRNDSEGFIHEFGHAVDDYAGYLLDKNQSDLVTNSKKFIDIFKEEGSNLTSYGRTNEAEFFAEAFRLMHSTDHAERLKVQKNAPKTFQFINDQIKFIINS
CCHF vOTU inh: CCHFV vOTU protease inhibition. inhibition, % at 11.5 µM. Pep-AMC fluorescence. hit rate 0.55% among 370,000; in the data active = inhibition above about 30%; note: 0% = vehicle wells with enzyme and 100% = no enzyme wells
BoNT A protease: inhibitors of Botulinum neurotoxin A light chain protease; inhibition, % at 10 µM; multiplex microsphere protease substrate cleavage, flow cytometry; hit rate 0.17% among 360,000; note: plate controls were buffer without enzyme for full effect and enzyme alone for no effect
BoNT-F LC inh: inhibitors of Botulinum neurotoxin F light chain protease. Multiplex microsphere protease cleavage assay, flow cytometry. inhibition, % at 10 µM. hit rate 0.22% among 360,000. AID 588497; in the data active = inhibition above about 35%, passing the limit was not always enough; inconclusive = no clear call, values can overlap the other calls; note: plate controls were buffer without enzyme for full effect and enzyme alone for no effect
MazEF act: increases E. coli MazEF RNase cleavage of RNA; activation, % at 20 µM; hit rate 0.32% among 350,000; FAM/BHQ RNA-DNA oligo cleavage fluorescence, 5 h; in the data active = activation above about 50%
Target sequence (P0AE70 whole entry, looked up): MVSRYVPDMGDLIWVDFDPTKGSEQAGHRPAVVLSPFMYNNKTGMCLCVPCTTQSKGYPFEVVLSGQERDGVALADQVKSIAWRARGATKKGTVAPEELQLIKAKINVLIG
DUSP3 inh: blocks human VHR1 dual specificity phosphatase | recombinant VHR phosphatase, pNPP absorbance | inhibition, % at 13.3 µM | hit rate 0.52% among 290,000; in the data active = inhibition above about 50%; note: some compounds called inactive have numbers as strong as hits
SSB-PriA inh: K. pneumoniae PriA-SSBct interaction inhibition; AlphaScreen SSBct-PriA binding, biotinylated peptide; inhibition, % at 33 µM; hit rate 0.6% among 430,000; in the data active = inhibition mostly above about 37%, no sharp cut-off; inactive = mostly below about 20%;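 note: plate controls were negative control peptide for no effect and reference peptide for full effect; strong numbers were not always called active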
An asterisk follows results filed as active; ? = inconclusive; . = no result given; & = joins results of further samples. Cut-off read from the data, not from the text of the source, unless noted: active = inhibition above about 30%; inconclusive = no clear call, values can overlap the other calls; inactive = below that. The list is partial; count on the stated rates, not on these rows.

Start of the listing, in advance (two entries):
Structure	MazEF act	BoNT A protease	CCHF vOTU inh	SSB-PriA inh	Rv3671c protease	3CLpro inhibitor	BoNT-F LC inh	DUSP3 inh	Anthrax LF prot	PrPC surface inh
O=C(NCC(O)c1ccc([N+](=O)[O-])cc1)c1cccc(S(=O)(=O)N2CCCC2)c1 (configuration not stated)	4.4	-1.0	1.9	-15.7	-5.0	-2.2	-10.1	3.6	-1.7	-0.6
CC(C)CCN1CCC(N)=NC1=O	-7.9	-1.4	-10.8	.	.	3.0	-5.6	20.2	-1.7	0.2

This part in full, from the start:
Structure	MazEF act	BoNT A protease	CCHF vOTU inh	SSB-PriA inh	Rv3671c protease	3CLpro inhibitor	BoNT-F LC inh	DUSP3 inh	Anthrax LF prot	PrPC surface inh
O=C(NCC(O)c1ccc([N+](=O)[O-])cc1)c1cccc(S(=O)(=O)N2CCCC2)c1 (configuration not stated)	4.4	-1.0	1.9	-15.7	-5.0	-2.2	-10.1	3.6	-1.7	-0.6
CC(C)CCN1CCC(N)=NC1=O	-7.9	-1.4	-10.8	.	.	3.0	-5.6	20.2	-1.7	0.2
COC(=O)C1(C)CCCC2(C)C3CCC(C(C)C)C(CO)C3C(CO)CC12 (configuration not stated)	-1.5	-0.6	14.8	.	.	.	2.8	.	3.8	-2.7
O=C(O)CCn1cc(C=C2C(=O)NC(=S)NC2=O)c(-c2ccccc2)n1	-71.8	0.1	14.4	5.5	1.0	0.3	-6.5	-11.2	-0.8	-1.1
CCOc1cc(/C=C2\C(=N)N3N=C(CC)SC3=NC2=O)ccc1OCCOc1ccc(NC(C)=O)cc1	9.4	-2.4	3.3	0.7	-14.7	2.0	?	30.7	0.4	-4.4
O=C(Cn1c(=O)oc2ccccc21)c1ccccc1	-0.2	1.0	2.9	-8.4	3.5	0.8	-6.0	21.4	1.5	-2.8
O=S(=O)(NCc1ccccc1)c1ccc(Br)s1	-1.6	-0.4	-12.7	-7.8	.	0.5	5.7	-8.4	9.9	-2.1
CN(C)NC(=O)c1ccsc1NC(=O)c1ccc(S(=O)(=O)N2CCCC2)cc1	-6.5	0.4	-7.0	4.6&-5.0	5.5	-0.9	5.9	8.7	-5.2	7.6
CC(C)(C)c1ccc(-c2nc(N)nc(N)n2)cc1	-4.0	.	1.7	1.8	2.9	4.0	.	6.2	.	-1.6
CN(CC(=O)O)S(=O)(=O)/C=C/c1ccccc1	-12.2	-1.5	2.4	-14.7	8.1	4.5	-6.9	5.6	-1.3	-5.7
N#CC1=C(S)N(c2ccccc2)C(c2ccco2)NC1=O (configuration not stated)	1.6	-1.0	9.3	2.9	-1.2	5.2	-2.1	-23.3	1.1	-0.4
O=C(CN1C(=O)c2cccnc2Oc2ccc(Cl)cc21)NC1CCCCCC1	9.8	-0.7	17.9	-3.5	-1.3	0.0	4.5	-9.9	-0.7	-0.3
S=c1[nH]nc(Nc2cccc(Cl)c2)s1	5.8	-1.1	-5.4	-13.9	5.5	5.2	-8.5	-4.6	-0.4	-2.9
Cc1cccc2[nH]c3c(N4CCC5(CC4)OCCO5)ncnc3c12	11.2	?	-39.7	-10.9	4.0	3.6	-2.2	9.6	-4.0	14.6
CC(=O)Nc1c(Br)cc2c(c1Br)C(=O)c1ccccc1-2	6.1	-0.2	6.6	-6.0	.	.	2.6	.	-4.9	-8.4
O=C(NCc1ccncc1)C(=O)NCC(c1ccccc1)c1ccccc1	.	.	-11.1	.	-0.3	2.6	.	1.3	.	4.3
COc1ccc(C(C(=O)NC2CCCCC2)N(C(=O)c2snc(C(N)=O)c2N)c2ccc(OC)cc2OC)cc1 (configuration not stated)	3.3	-0.5	2.5	3.0	-14.7	2.7	-0.4	20.3	-1.0	-7.6
COc1ccc(-c2cc(C(=O)Nc3ccc(C)cc3)no2)cc1	-10.8	-0.2	7.0	-6.9	6.2	3.7	-4.7	-9.6	-3.5	7.2
COc1ccc(S(=O)(=O)N2CCCC2)c2ccccc12	10.9	0.0	-3.5	-3.7	2.1	5.3	-10.8	10.7	-7.0	-2.5
CCC(C)Nc1nc(OCC(F)(F)F)nc(OCC(F)(F)F)n1 (configuration not stated)	4.0	-0.1	6.4	-12.4	2.3	-0.7	-2.4	17.4	-3.4	1.0
CCCCCC1CC(/C(C)=N/NC(N)=O)OC1=O (configuration not stated)	5.2	0.3	-2.2	.	6.3	0.0	0.4	1.6	1.8	-8.0
Cc1ccc2c(c1)cc(CN(Cc1ccco1)C(=O)COc1ccccc1)c1nnnn12	0.7	0.2	7.7	-0.5	-6.6	3.5	-10.7	0.8	-2.7	7.8
Cc1cc2nc(N3CCN(C(=O)c4cccs4)CC3)sc2cc1C	-1.0	3.4	3.7	1.1	1.9	.	-1.4	.	0.3	0.1
CCCCCC(=O)NNC(=O)Cc1ccc([N+](=O)[O-])cc1	0.5	0.0	7.1	-19.7	-3.6	3.2	1.1	-15.2	-1.2	-6.5
COc1cc(OC)c2ccc(=O)oc2c1C(CCN1CCCCC1)c1ccc(N(C)C)cc1 (configuration not stated)	11.0	-0.5	-11.3	13.2	-2.9	.	-9.5	18.1	-6.4	-7.6
CCCOc1ccc(/C=N\NC(=O)CCc2n[nH]c(=O)[nH]c2=O)cc1OC	-2.5	0.0	4.3	.	3.8	-3.2	-3.8	27.7	-1.1	2.7
CCc1cc(-c2nnc(SCC(=O)NC3CC3)n2C)cs1	7.4	-2.5	4.6	-4.4	-8.5	-6.9	0.4	24.0	-0.7	-0.9
COc1ccc(NS(=O)(=O)c2cccc(C(=O)NCCCn3ccnc3)c2)cc1	-0.5	0.6	9.0	-7.2	14.1	.	-4.0	.	-1.8	0.3
COc1ccc(-c2onc(C)c2C)cc1S(=O)(=O)NCCc1ccco1	11.0	-0.3	9.6	7.1	-7.1	5.2	3.7	3.7	-2.3	1.2
CCc1ccc(NC2=NCC(c3ccccc3)S2)cc1 (configuration not stated)	-7.1	-0.2	0.4	-4.8	4.3	0.0	-18.9	30.1	-2.3	13.5
Brc1ccc(-c2cnc(-c3cccs3)o2)cc1	-11.2	1.7	-19.4	-7.8	-7.5	4.5	-3.9	3.4	-6.0	0.5
COc1cc(Cl)ccc1OCc1cc(C(=O)N2CCCC(OC)C2)no1 (configuration not stated)	1.7	-0.5	-8.9	-15.1	-6.8	-0.8	-5.0	11.2	1.8	4.8
COc1cc2ccc(C=O)cc2cc1OC	8.5	-0.2	-3.5	.	.	.	-0.1	.	-5.0	-3.3
CN1CCN(C(=O)CCCOc2cc(=O)n(C)c3ccccc23)CC1	-12.5	1.2	17.8	-2.0	8.6	2.0	4.0	0.3	4.2	-6.0
COCCn1c(C)cc(/C=C2/NC(=O)N(c3ccc(Cl)cc3)C2=O)c1C	3.1	2.2	-11.7	-5.8	1.3	1.5	7.2	-17.2	1.5	-3.8
COCCNC(=O)CSc1nnc(CCCN2C(=O)c3cccc4cccc(c34)C2=O)n1-c1ccccc1	6.0	0.9	-14.4	6.3	-4.5	-1.2	-1.6	12.6	2.1	-35.8
O=C1NC(=Nc2ccccc2)CS1	5.9	-0.4	0.4	-14.0	3.4	0.8	-0.6	-7.2	-6.8	-1.6
O=C(Nc1cccc(OC(F)(F)F)c1)c1ccc(Br)o1	5.5	-2.4	-8.0	-13.0	-5.1	1.3	-1.6	6.4	-2.9	2.3
CCCCn1c(N)c(N(CC(C)C)C(=O)CN2C(=O)C3CCCCC3C2=O)c(=O)[nH]c1=O (configuration not stated)	3.3	0.1	-2.9	-19.5	-3.0	.	0.4	.	3.9	-0.2
Cn1c(=O)oc2cc(S(=O)(=O)N3CCC(C(=O)NCc4cccs4)CC3)ccc21	-3.5	-0.6	1.0	-17.0	0.6	-2.2	4.5	33.5	1.7	-1.6
Cc1nccn1-c1ccc(NC(=O)[C@H]2O[C@@H](n3ccc(=O)[nH]c3=O)[C@H](O)[C@@H]2O)cc1	.	0.1	3.7	.	.	.	5.4	.	-13.2	-9.1
O=C(c1ccco1)n1nc(-c2ccccc2)nc1SCc1ccccc1	-3.4	0.0	0.9	-8.4	-0.7	7.0	3.9	10.5	-7.8	6.9
CC(=O)Nc1ccc(S(=O)(=O)N2CCN(C(=O)N3CCCC3)CC2)cc1	4.6	-1.1	8.1	-15.0&-3.5	-8.2	-5.3	-7.9	36.3	-5.3	-2.9
c1ccc(N2CCN(c3ncnc4c3oc3ccccc34)CC2)cc1	-4.2	0.2	-9.2	0.5	-0.6	1.3	-0.3	29.3	-4.3	4.8
COc1ccc(N(C(=O)c2ccccc2C)S(=O)(=O)c2cccs2)cc1	-2.8	-1.8	13.6	-10.7	-14.5	-2.4	-14.8	-4.1	0.4	10.7
CCOc1cc(C#N)ccc1OCC(=O)N1CCc2ccccc2C1	0.4	2.3	-12.1	-9.8	-1.2	-0.1	14.5	6.5	-2.6	-2.7
Nc1nnnn1/N=C/c1ccccc1OCc1ccc(Cl)cc1Cl	-9.8	3.2	12.2	.	-25.0	-2.6	2.0	16.5	-0.4	-9.2
CCOc1cc(CN2CCCC(N3CCc4ccccc4C3)C2)ccc1O (configuration not stated)	6.2	1.2	-0.4	-11.7	.	4.3	?	20.7	-5.7	4.6
C=CCc1c(C)nc(SCC(N)=O)[nH]c1=O	-16.9	-0.3	.	-7.1	-1.4	-0.9	-3.0	18.7	-2.2	.
Cc1nnc(SCC(=O)N2CCC(C(=O)Nc3nccs3)CC2)n1Cc1ccccc1	0.5	0.1	-3.5	-12.0	.	-3.9	0.5	20.4	8.2	6.0
CN(C)c1ccc(C2C=C(c3ccc(Cl)cc3OC(F)F)Nc3ncnn32)cc1 (configuration not stated)	-68.9	1.7	-5.4	7.3	7.2	.	-0.9	2.9	4.8	9.6
C/C(=N\N1CCN(Cc2ccccc2Cl)CC1)c1ccc([N+](=O)[O-])cc1	10.2	.	6.4	.	2.9	-3.9	.	-6.7	.	-2.4
Cc1ccc(S(=O)(=O)N2C[C@H]3C(=O)C[C@@H](c4ccccc4)N(S(=O)(=O)c4ccc(C)cc4)[C@H]3C[C@H]2c2cccc(Cl)c2)cc1	-6.0	-0.5	17.1	.	.	.	-6.5	.	-2.2	12.8
Cc1ccc(C)c(N2C(=O)c3ccc(C(=O)Nc4ccccn4)cc3C2=O)c1	3.9	-0.3	5.9	.	.	.	-1.3	.	-3.4	-5.6

High-throughput results from PubChem BioAssay.
